Source: PubChem (National Center for Advancing Translational Sciences (NCATS))
ALOX12 inh: inhibitors of human 12S-lipoxygenase ALOX12. P18054. purified 12hLO, xylenol orange hydroperoxide absorbance. Potency, µM (series often up to 108 µM), for inactives: top-dose activity change, negative = inhibition, hits mostly inhibitors. 580,000 compounds, 1.1% hits. AID 1671190; active = well fitted inhibition curve with a large enough effect; inconclusive = small, poorly fitted or top-dose-only effect, or another doubt; inactive = no such curve, though single readings can be large or run the other way
Target sequence (P18054 whole entry, looked up): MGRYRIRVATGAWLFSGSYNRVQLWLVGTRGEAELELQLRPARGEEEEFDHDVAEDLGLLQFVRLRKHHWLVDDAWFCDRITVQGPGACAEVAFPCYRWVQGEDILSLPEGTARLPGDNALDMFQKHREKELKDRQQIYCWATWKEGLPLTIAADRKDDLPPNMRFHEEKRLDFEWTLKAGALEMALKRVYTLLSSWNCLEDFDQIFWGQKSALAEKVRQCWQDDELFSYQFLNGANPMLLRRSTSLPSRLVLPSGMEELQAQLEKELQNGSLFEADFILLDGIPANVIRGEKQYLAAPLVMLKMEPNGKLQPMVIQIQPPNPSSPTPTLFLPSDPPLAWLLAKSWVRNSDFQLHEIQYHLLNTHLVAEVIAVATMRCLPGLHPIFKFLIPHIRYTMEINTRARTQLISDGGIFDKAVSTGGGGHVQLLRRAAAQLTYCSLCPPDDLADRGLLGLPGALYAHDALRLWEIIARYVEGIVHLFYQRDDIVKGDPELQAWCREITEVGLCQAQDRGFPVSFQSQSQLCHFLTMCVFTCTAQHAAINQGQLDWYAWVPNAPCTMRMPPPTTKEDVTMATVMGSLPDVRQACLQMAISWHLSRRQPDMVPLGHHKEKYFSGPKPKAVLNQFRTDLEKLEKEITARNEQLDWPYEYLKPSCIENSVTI
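Purified human 12hLO at 150 nM in 25 mM Hepes, 0.01% Triton X-100, pH 7.0, preincubated 15 min at room temperature with compound. Reaction started with 40 uM arachidonic acid, 30 min at room temperature. Hydroperoxide measured by Fe-xylenol orange, 573/405 nm absorbance ratio.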
Numbers without * were called inactive; ? = inconclusive; [ ] = remark or other dose. % is scaled to controls: 0 for no effect and ±100 for the full control effect; potency is read from the fitted curve at half-maximal effect. Not all compounds are listed (hit frequency here may not be typical).

SMILES	ALOX12 inh
CC(C)NC(=O)N(C1CC1)C1CCOC2(CCN(C(=O)CCCc3ccccc3)CC2)C1 (centres undefined)	60%[activator]
c1ccc(-n2cc(CN3CCC(Oc4ccncc4)CC3)nn2)cc1	35%[activator]
Oc1ccccc1CN1CCC(O)(c2csc(CN3CC[C@@H](O)C3)n2)CC1	33%[activator][176 µM]
Cc1ccc(NC(=O)N2C[C@H](c3nc(-c4cccnc4)no3)[C@@H](C)C2)cc1	47%[activator]
CCC(=O)N1CCc2c(C(=O)NCc3ccc(OC(C)C)cc3)cccc21	58%[activator]
O=C(c1ccoc1)N1CCC(Oc2ccccc2-c2nc(C3CCOCC3)no2)C1 (centres undefined)	1%
CCCS(=O)(=O)N1CCC2(CC1)CN(c1ccccc1)C2=O	-21%
Cc1cn2nc(-c3nc(C4CCCN(C(=O)c5ccccc5)C4)no3)cc2c(=O)[nH]1 (centres undefined)	34%[activator]
COC(=O)N1CCn2ncc(C(=O)N3CCOCC3)c2C1	0%[6.33 µM]
COC(=O)C1=C(C)N(Cc2cccc(C(F)(F)F)c2)C(=NCc2cc(OC)c(OC)c(OC)c2)NC1c1ccccc1C(F)(F)F (centres undefined)	-20%
CC(=O)N1CCC(N2CCC(N3C(=O)C4(CCCCC4)C3c3ccncc3)CC2)CC1 (centres undefined)	51%[activator]
O=C(NCc1ccccc1)C1COC2(CCN(C(=O)c3cccs3)CC2)N1C(=O)c1ccccc1 (centres undefined)	14%
CCn1nc(C)cc1C(=O)NCC1Cc2cccc(-c3cccnc3)c2O1 (centres undefined)	3%
O=C1CCN(C(=O)[C@@H]2CCCN2Cc2ccc(C(F)(F)F)cc2)CCCCCCN1	?
COc1ccccc1C(=O)N1CCCCC1c1noc(COc2ccc(C)cc2)n1 (centres undefined)	?
O=C1NCc2ccccc2CC12CCCN2Cc1cnc2ccccc2c1 (centres undefined)	12%[6.33 µM]
COc1cccc(C(=O)N2CCC(c3nn(-c4ccc(Cl)cc4)c(=O)[nH]3)CC2)c1	35µM*
Cc1[nH]ncc1CNC(=O)CCC[C@@H]1[C@H]2CCCN3CCC[C@@H](CN1Cc1cccnc1)[C@@H]23	20%
COc1ccc(CN2C[C@H]3CN(Cc4cccc(OC)n4)CCN3C2=O)cc1	-1%[176 µM]
FC(F)(F)c1ccc(O[C@H]2COCCN(Cc3cccnc3)C2)nc1	-14%[176 µM]
COc1cccc(CCC(=O)N2CCCC(CN3CCCC3)CC2)c1 (centres undefined)	48%[activator]
CN(C)c1ccc(C(=O)NCC2CCN(c3cc(-c4ccc(Cl)cc4)[nH]n3)CC2)cc1	31%[activator]
CSc1cccc(NC(=O)C2CCN(c3cnc4nccnc4c3)CC2)c1	?
O=C(O)C1(CC2CC2)CCCN(Cc2ncccn2)C1 (centres undefined)	84%[activator]
COc1ccc(CN[C@H]2C[C@@H](Cc3cc(CN(C)c4ccccc4)on3)C2(C)C)cc1	?
COc1ccc2c(c1)CNC2CS(=O)(=O)NCCc1ccccc1 (centres undefined)	?
Cc1ccc(NC(=O)CN2C(=O)NC(c3ccc(Cl)cc3)C3=C2COC3=O)c(C)c1 (centres undefined)	?
COCCN1C(=O)CS(=O)C12CCN(C(=O)NCCc1ccccc1)CC2 (centres undefined)	15%
COc1ccccc1-c1cc(C(=O)N2CCCC2)nn2cccc12	3%[6.33 µM]
COCC1CN(C(C)=O)CC12CCN(C(=O)c1cncc(C)c1)CC2 (centres undefined)	35%

An excerpt from above in order of SMILES length, high to low:
SMILES	ALOX12 inh
COC(=O)C1=C(C)N(Cc2cccc(C(F)(F)F)c2)C(=NCc2cc(OC)c(OC)c(OC)c2)NC1c1ccccc1C(F)(F)F (centres undefined)	-20%
Cc1[nH]ncc1CNC(=O)CCC[C@@H]1[C@H]2CCCN3CCC[C@@H](CN1Cc1cccnc1)[C@@H]23	20%
COc1ccc(CN[C@H]2C[C@@H](Cc3cc(CN(C)c4ccccc4)on3)C2(C)C)cc1	?
CN(C)c1ccc(C(=O)NCC2CCN(c3cc(-c4ccc(Cl)cc4)[nH]n3)CC2)cc1	31%[activator]
COc1cccc(C(=O)N2CCC(c3nn(-c4ccc(Cl)cc4)c(=O)[nH]3)CC2)c1	35µM*
Cc1ccc(NC(=O)CN2C(=O)NC(c3ccc(Cl)cc3)C3=C2COC3=O)c(C)c1 (centres undefined)	?
O=C1CCN(C(=O)[C@@H]2CCCN2Cc2ccc(C(F)(F)F)cc2)CCCCCCN1	?
COc1ccc(CN2C[C@H]3CN(Cc4cccc(OC)n4)CCN3C2=O)cc1	-1%[176 µM]
COc1ccccc1C(=O)N1CCCCC1c1noc(COc2ccc(C)cc2)n1 (centres undefined)	?
COCCN1C(=O)CS(=O)C12CCN(C(=O)NCCc1ccccc1)CC2 (centres undefined)	15%
COCC1CN(C(C)=O)CC12CCN(C(=O)c1cncc(C)c1)CC2 (centres undefined)	35%
CSc1cccc(NC(=O)C2CCN(c3cnc4nccnc4c3)CC2)c1	?
O=C1NCc2ccccc2CC12CCCN2Cc1cnc2ccccc2c1 (centres undefined)	12%[6.33 µM]
O=C(O)C1(CC2CC2)CCCN(Cc2ncccn2)C1 (centres undefined)	84%[activator]

Next part:
SMILES	ALOX12 inh
CC1=C[C@@H](CNC(=O)Nc2cccc(C#N)c2)[C@H](C(C)C)C[C@H]1CC(=O)NCc1ccccn1	?
OC1CC(c2cc(N3CCc4c(Cl)cccc4C3)ncn2)C1 (centres undefined)	38%[activator]
COc1cccc(CNC(=O)C2CCN(C(=O)c3ncn4c3COC(c3ccc(C)cc3)C4)CC2)c1 (centres undefined)	44%[activator]
Cn1cc(CNC(=O)C[C@@H]2C[C@H]3O[C@H](CNC(=O)Nc4cccc(Cl)c4)[C@@H](O)[C@H]3O2)cn1	11%
Cc1cc(C(=O)NCc2cccnc2N2CCCC(O)C2)c(C)o1 (centres undefined)	17%
N#CC1(c2cccc(C(=O)Nc3cc(Oc4ccc5nc(NC(=O)C6CC6)sc5n4)ccc3F)c2Cl)CC1	-3%[57.4 µM]
Cc1csc(NC(=O)c2nc(C(O)c3ccccc3)oc2C)n1 (centres undefined)	19%[176 µM]
NC(=O)c1cccc(-c2ncc3c(n2)OCCN(Cc2ccc(F)cc2F)C3=O)c1	-3%[176 µM]
Cc1ccc(C(=O)N2CCC3(CC2)N=C(c2cccc(Br)c2)NO3)cc1	-2%
COc1ccc(C(=O)NCc2nnc3ccc(-c4ccc(C)c(C)c4)nn23)c(OC)c1	25%
O=C(NCc1ccc(C(F)(F)F)cc1)O[C@H]1CC[C@@]23CCCN2C(=O)CCC[C@H]3[C@H]1Cc1ccccc1	1%
Cn1ncc(N2CCC(NC(=O)CCC3CCCC3)CC2)cc1=O	17%
O=C(c1ccccc1-c1ncn[nH]1)N1CCn2nc(Cc3ccccc3)cc2C1	62%[activator]
Cc1nc(C2CC2)ncc1C(=O)N(C/C=C/c1ccccc1)C1CC1	1%
CCOC(=O)C1(Cc2ccccc2)CCCN(S(=O)(=O)c2ccc(OC)c(OC)c2)C1 (centres undefined)	36%[activator]
COc1ccccc1NC(=O)Cn1c(-c2ccc(F)cc2)nc(C)c(CCO)c1=O	-14%
CC1CCN(C(=O)c2ccccc2OCC2CCCN(C(C)C)C2)CC1 (centres undefined)	5%
CCNC(=O)O[C@@H]1CO[C@H]2[C@@H]1OC[C@@H]2NC(=S)Nc1cccc2ccccc12	56µM*
Cc1noc(C)c1CNC(=O)c1cc2c(s1)CCN(C(=O)c1ccc(Cl)cc1)C2	12%
Cc1cc2c(-c3ccccc3O)nc(-c3c(C)noc3C)cc2[nH]1	?
COc1cccc(NCc2nc3c(n2Cc2ccccc2)C(=O)N(CC2CC2)CCN3)c1	69%[activator][176 µM]
CCNC(=O)N(C1CC1)C1CCOC2(CCN(C(=O)Cc3ccccc3)CC2)C1 (centres undefined)	9%
Cc1cc2c(cc1C(=O)N[C@H](c1ccccn1)C1CC(O)C1)OCCO2 (some centres undefined)	35%[activator]
COC(=O)c1cccc(NC(=S)N[C@H]2CO[C@H]3[C@@H]2OC[C@H]3OC(=O)Nc2ccc(Oc3ccccc3)cc2)c1	?
Cc1cccc(C(=O)N2CCC3(CC2)N=C(c2ccc(Cl)cc2)NO3)c1	0%
COCC1CN(C(=O)Cc2ccc(OC)cc2)CC12CCNCC2 (centres undefined)	15%
COCCC(=O)N1CCC(N2C(=O)CCC2C(=O)NCc2ccccc2)CC1 (centres undefined)	5%
Cc1cc(C[C@@H]2COC[C@@H]2NC(=O)CCCc2nc(-c3ccco3)no2)on1	26%
Fc1ccccc1CNC1(Cc2cc(-c3ccccn3)on2)COC1	11%[176 µM]
CC1(C(=O)O)CCN([S+](=O)([O-])c2cccc(C(F)(F)F)c2)CC1	1%[6.33 µM]
O=C(NC1CCN(c2cc(-c3cccs3)[nH]n2)C1)c1ccc(F)cc1Cl (centres undefined)	45%[activator]
O=C1NC2(CCN(Cc3ccccn3)CC2)Oc2ccccc21	82%[activator][176 µM]
Cn1ccc(C(=O)N2C[C@H]3CN(C4CCOCC4)C[C@@]3(C(=O)O)C2)n1	20%
COc1ccc(C(=O)N2CCCC3(C2)NC(=O)N(Cc2ccc(C)cc2)C3=O)cc1OC (centres undefined)	?
CSc1ccc(-c2nc(CN3CCN(C(=O)N(C)C)CC3)c(C)o2)cc1	49%[activator]
Cc1ccc(NC(=O)N2CCCOCCNC(=O)[C@@H]3CCCC[C@@H]32)cc1C	36%[activator]
COc1ccc(C(=O)N2CCOC(CCCC(C)C)C2)cc1OC (centres undefined)	28%
O=C(NC1CCCCC1)O[C@@H]1CO[C@H]2[C@@H]1OC[C@@H]2n1nnnc1Sc1ncccn1	15%[176 µM]
Cc1cc(C)n(CC(=O)N2C[C@@H](CO)[C@H](c3ccncc3)C2)n1	57%[activator]
O=C(NCC1CN(C(=O)c2cccc(O)c2)CC12CN(c1ccccc1)C2)Nc1ccccc1 (centres undefined)	?

Reprinted at random: 3 records from the list.
SMILES	ALOX12 inh
COc1ccc(C(=O)N2CCCC3(C2)NC(=O)N(Cc2ccc(C)cc2)C3=O)cc1OC (centres undefined)	?
Cc1cc(C)n(CC(=O)N2C[C@@H](CO)[C@H](c3ccncc3)C2)n1	57%[activator]
O=C(NCC1CN(C(=O)c2cccc(O)c2)CC12CN(c1ccccc1)C2)Nc1ccccc1 (centres undefined)	?

Further compounds follow:
SMILES	ALOX12 inh
O=C(CCC1CCN(c2cc(NC3CC3)ncn2)CC1)NCc1ccc(F)cc1	41%[activator]
O=C1N(c2ccccc2)c2ccccc2C12CCN([S+](=O)([O-])c1cccs1)C2 (centres undefined)	4%[6.33 µM]
COc1ccc(C2(C(=O)N3CCC4(CCC4OC)CC3)CC2)cc1 (centres undefined)	23%
COc1ccc(Cl)cc1C(=O)N1CCC(c2n[nH]c(=O)n2-c2ccccc2)CC1	26%
O=C(c1ccccc1OCC1CCCN(C2CCCCC2)C1)N1CCCC1 (centres undefined)	9%
CC1CCN(C(=O)C[C@@H]2c3nc(NC(=O)CC(C)(C)C)sc3C[C@@H]3[C@](C)(CO)[C@H](O)CC[C@]32C)CC1	1%
CC(C)Oc1ccc(CN2CCc3nc(N(C)C)[nH]c(=O)c3CC2)cc1	42%[activator]
Clc1ccc(-n2cccc2CN2CCc3nnc(Cc4ccccc4)n3CC2)nc1	-3%
COc1cc(OC)nc(N2C[C@H]3OC(=O)N(Cc4ccccc4OC)[C@H]3C2)n1	-14%
CS(=O)(=O)N1C[C@@H]2C[C@H]1C(=O)N(Cc1ccc(OC(F)(F)F)cc1)c1ccccc1O2	44%[activator]
COC1C(=O)N(C2CCN(C(=O)NC3CCCCC3)CC2)C12CCOCC2 (centres undefined)	29%
Cc1ccsc1C(=O)N1CCCC2(C1)Nc1cccnc1NC2=NC1CCCC1 (centres undefined)	66%[activator]
COc1ccccc1C(=O)N1CCC(N2CCNC2=O)CC1	4%[6.33 µM]
O=C(Nc1ccc(-c2nnc3n2CCCC3)cc1)c1cnccn1	46%[activator]
Cc1ccc(S(=O)(=O)N[C@H](C)c2onc(-c3cccnc3)c2C(=O)O)cc1	-14%[176 µM]
C[C@@H]1CCCCO[C@H](CN(C)C(=O)CCC(F)(F)F)[C@H](C)CN([C@@H](C)CO)C(=O)c2cc(NS(=O)(=O)c3ccc(Cl)cc3)ccc2O1	-21%
O=C(O)c1ccc(CN2CCC[C@H]2c2nc(-c3ccc(OC4CCCCC4)nc3)no2)cc1	28%
COc1ccc2c(c1)CCN=C2C[C@H]1CN(S(=O)(=O)C(C)C)CC[C@H]1CC(=O)O	?
Cn1cc(NC(=O)CN2CCC(N3CCCC(C(=O)N4CCCC4)C3)CC2)cn1 (centres undefined)	77%[activator]
O=C(NC1CCc2nnc(C3CC3)n2CC1)c1cnco1 (centres undefined)	4%
O=C(NCc1c[nH]c2ncccc12)c1cccnc1	2%[176 µM]
CCCCN1C[C@@H](COCc2ccccc2)Oc2cc(F)ccc2S1(=O)=O	6%
COc1ccc(S(=O)(=O)N2C[C@@H]3C[C@H](C2)c2c(NC(=O)C4CCCCC4)ccc(=O)n2C3)cc1	11%
Cn1c(=O)n([C@H]2CCCN(C(=O)C3CC=CC3)C2)c2ncccc21	33%[activator]
N#Cc1ccc(S(=O)(=O)N2CCCN(S(=O)(=O)c3ccccc3)CCC(=O)NCC2)cc1	?
CNC1CCN(C(=O)c2cnc(C34CC5CC(CC(C5)C3)C4)[nH]c2=O)CC1	?
CC1(C)Cc2nc(N3CCOCC3)ncc2C(NC(=O)NC(C)(C)C)C1 (centres undefined)	44%[activator]
c1cc(Cn2cccn2)cc(-c2cn(CC3CNCCO3)nn2)c1 (centres undefined)	10%
CN(C)c1nccnc1OC1CCN(C(=O)c2ccccc2Br)C1 (centres undefined)	43%[activator]
O=C(c1ccccc1F)N1CCCN(C(=O)C2CC2)c2ccccc21	49%[activator]
O=C(C1CC1)N1Cc2ccccc2NC(=O)C12CCNCC2	-17%[6.33 µM]
COC(=O)c1ccc(NC(=O)N2CCC3(CC2)CC(N2CCCC2)CCO3)cc1 (centres undefined)	32%[activator]
